# Screening data: PubChem BioAssay, National Center for Advancing Translational Sciences (NCATS)
# Shiga inhibitor: blocks Shiga toxin action in Vero cells; Vero cells, Shiga toxin protein synthesis inhibition reporter; inhibition, % at 38.7 µM; 9.2% of 290,000 active; in the data active = inhibition mostly above about 28%, no sharp cut-off; inactive = mostly below about 43%; also: 0% is about no effect
# HCV inh: HCV inhibition; AID 651820; 3.4% of 340,000 active; Potency, µM (highest dose often 41.8 µM), without a hit: at the top dose activity change, negative = inhibition, usual class: inhibitors; Huh7.5.1 HCVcc-Cre infection, luciferase reporter, 44 h; also: potency is read from the fitted curve at half-maximal effect; % is scaled to controls: 0 for no effect and ±100 for the full control effect
#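 Infectious HCV cell culture screen: compound-treated cells (1,000/well, pre-plated 4 h) are infected with HCVcc-Cre at roughly 0.5 moi and grown 44 h. Infection is quantified by luciferase signal after 15 min substrate incubation at room temperature.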
# CHX counter: affects cycloheximide protein synthesis inhibition readout, counter-screen | cell reporter, cycloheximide protein synthesis inhibition counterscreen | max response, % | 12% of 300,000 active | AID 2314; in the data active = max response mostly above about 13%, no sharp cut-off; inactive = mostly below about 14%; also: read at 38.3 µM for the half of the compounds with a filed dose; 0% is about no effect
# Pf growth 48h: P. falciparum growth inhibition at 48 hours (one generation); P. falciparum luciferase growth in erythrocytes, 48 h; Potency, µM (series often up to 28.7 µM), inactives show at the top dose activity change, negative = inhibition, hits mostly inhibitors; 5.9% of 310,000 active; also: potency is read from the fitted curve at half-maximal effect; % is scaled to controls: 0 for no effect and ±100 for the full control effect
#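 Growth was read as firefly luciferase luminescence after a 48 h, 37 C, 5% CO2 exposure of compounds to reporter-bearing P. falciparum cultures (0.1% parasitemia, 2% hematocrit final) in Albumax-supplemented RPMI 1640.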
# FBPA Giardia inh: blocks Giardia fructose-bisphosphate aldolase activity | purified Giardia FBPA | AID 2451 | 0.71% of 290,000 active | A8B2U2 | Potency, µM (top dose mostly 59.6 µM), for the others: top-dose activity, negative = inhibition, usual class: inhibitors; also: potency is read from the fitted curve at half-maximal effect; % is scaled to controls: 0 for no effect and ±100 for the full control effect; nearly all actives have a fitted effect of over 55% in size
# Target sequence (A8B2U2 whole entry, looked up): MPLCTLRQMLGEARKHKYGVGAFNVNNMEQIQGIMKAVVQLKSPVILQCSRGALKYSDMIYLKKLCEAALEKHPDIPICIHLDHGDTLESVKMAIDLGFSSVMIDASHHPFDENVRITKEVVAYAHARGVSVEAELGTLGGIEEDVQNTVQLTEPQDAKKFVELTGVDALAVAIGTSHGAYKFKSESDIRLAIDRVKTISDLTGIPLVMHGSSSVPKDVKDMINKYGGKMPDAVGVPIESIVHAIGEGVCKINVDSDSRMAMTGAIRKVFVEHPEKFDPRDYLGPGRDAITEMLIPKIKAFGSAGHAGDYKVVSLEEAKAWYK
#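 40 nM FBPA preincubated 10 min at RT with compound (up to 57.5 uM final), then substrate plus GAPDH/TPI/NAD/arsenate coupling and diaphorase/resazurin added. Fluorescence read after 20 min at RT, 525/598 nm.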
# Pf growth 96h: inhibits malaria parasite growth, 96 h; P. falciparum luciferase reporter growth, 96 h; Potency, µM (top dose mostly 28.7 µM), for the others: top-dose activity change, negative = inhibition, actives largely listed as inhibitors; 6.9% of 320,000 active; AID 504834; also: potency is read from the fitted curve at half-maximal effect; % is scaled to controls: 0 for no effect and ±100 for the full control effect
#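 Two-generation exposure (96 h) targets delayed-death phenotype. Reporter parasites carrying integrated firefly luciferase, in red cells at 2% hematocrit and 0.05% parasitemia final, kept at 37 C, 5% CO2; luminescence loss indicates inhibition.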
# Starred values were filed as active, the others as inactive; ? = inconclusive; . = no result given; & = joins results of further samples; [ ] = another dose, or the depositor's remark. Unless noted, calls follow the shape of the dose curve; as a rule, active = well fitted curve in the direction sought with a large enough effect; inconclusive = small, poorly fitted or top-dose-only effect, or another doubt; inactive = no such curve, though single readings can be large; an effect the other way counts as inactive or inconclusive.
# Values run as follows: Shiga inhibitor	HCV inh	CHX counter	Pf growth 48h	FBPA Giardia inh	Pf growth 96h
O=C(N/N=C/c1cc(Br)c(Br)o1)C(O)c1ccccc1 (configuration not stated)
 : 12	13%	2	-15%	-15%	?
[N-]=[N+]=NC[C@H](c1ccccc1)N1CCN(Cc2ccccc2)CCC1=O
 : -5	1%	-1	0%	6%	?
CCOc1ccc2nc(SCC#N)c(C#N)cc2c1
 : 24	-15%	22*	92%[activator]	-5%	11%
COc1ccc(/C=C/C(=O)OCC(=O)Nc2ccc(N3CCOCC3)cc2)cc1OC
 : -4	-16%	-1	36%[activator]	-1%	0%
O=C1c2ccncc2C(=O)N1CO
 : -11	1%	-3	-7%	-21%	10µM*
S=C(NCc1ccc2c(c1)OCO2)NCc1ccc2c(c1)OCO2
 : -1	1%	0	1%	4%	57%[activator]
CCCCC(=O)Nc1ccc2c3c(cccc13)C(=O)N2CC
 : 17	-19%	1	-17%	-5%	?
COc1cc(C(=O)N/N=C(\C)c2ccc3c(c2)OCO3)cc(OC)c1OC
 : -23	-17%	4	7%	8%	5%
Cc1ccc(-c2nc3ncccn3c2Nc2ccccc2C)o1
 : -4	-9%	15	?	3%	?
COC(=O)c1ccc(/C=N\n2c(C)nnc2C)cc1
 : 9	20%	-2	34%[activator]	-5%	-21%
CC(=O)c1ccc(OCCCC(=O)OCc2nnc(-c3ccc(Cl)cc3)o2)cc1
 : -9	0%	1	-9%	3%	0%
O=[n+]1c2c(n([O-])c3c1CCC3)CCCC2
 : -29	13%	-6	4%	1%	-2%
CCOC(=O)c1ccc(NC2c3ccccc3C(=O)N2c2ccc(C)cn2)cc1 (configuration not stated)
 : 26	12%	-3	.	-4%	12µM*
COc1ccc(C(CNc2ccc(C(F)(F)F)cn2)N(C)C)cc1OC (configuration not stated)
 : -9	5%	-2	-16%	9%	?
O=C1c2ccc(Oc3ccc([N+](=O)[O-])cc3)cc2C(=O)N1CCO
 : -5	12%	-1	11%	-8%	44%[activator]
Cc1cc([N+](=O)[O-])ccc1N=Nc1c(N)[nH]n(-c2ccccc2)c1=O
 : 13	-16%	15	-11%	-19%	51%[activator]
O=C(NCCC1=CCCCC1)c1ccc(-n2cncn2)c([N+](=O)[O-])c1
 : .	?	.	?	.	?
O=C(CCc1nnc(-c2ccc(-c3ccccc3)cc2)o1)NCCc1ccccn1
 : 59	5%	18*	7%	-2%	?
Cc1cc(C(=O)CN2C(=O)CCC2=O)c(C)n1Cc1ccccc1
 : 20	8%	30*	.	0%	?
Cc1ccc(OCC(=O)N(Cc2ccco2)C2CCS(=O)(=O)C2)cc1 (configuration not stated)
 : 14	5%	-3	?	2%	?

# Additional entries
# Values run as follows: Shiga inhibitor	HCV inh	CHX counter	Pf growth 48h	FBPA Giardia inh	Pf growth 96h
CCC(Sc1nc(C)cc(C)n1)C(=O)O (configuration not stated)
 : 13	7%	-3	15%	2%	0%
CCOc1ccc(/C=C/C2=Cc3c(sc(NC(=O)CSc4n[nH]c(N)n4)c3C#N)C(C)(C)C2)cc1
 : -8	?	1	10µM*	-24%	8.3µM*
CC(=O)N1CCC(N(CCN2CCOCC2)C(=S)Nc2ccccc2C)CC1
 : -8	26%	1	0%	-6%	?
Cc1ccc(C2SCC(=O)N2c2ccccc2)cc1 (configuration not stated)
 : 23	-3%	17*	?	0%	-22%
CCCCC1CC1C(=O)Nc1ccc(OC)c(OC)c1 (configuration not stated)
 : 14	?	10	14%	-10%	15%
Cc1ccc2c(c1)N(CC(=O)NCc1cccnc1)C(=O)CO2
 : 19	1%	-2	-12%	5%	20%
CCOC(=O)c1c(NC(=O)c2ccc(N3CCOCC3)c([N+](=O)[O-])c2)sc(C)c1C
 : 9	.	1	?	0%	4%
CCOC(=O)c1c(NC(=O)C2C3C=CC(C3)C2(C)C(=O)O)sc2c1CCCC2 (configuration not stated)
 : 8	21%	-3	-7%	17%	124%[activator]
CCCCSc1nsc(NC(C)=O)n1
 : 171*	1%	43*	71%[activator]	-2%	?
Nc1[nH]c(=S)nc2nc(-c3ccccc3)c(-c3ccccc3)nc12
 : -9	-3%	-2	-21%	8%	2%
COc1cccc(CN2CCCC(C(=O)Nc3ccc(-c4cscn4)cc3)C2)c1 (configuration not stated)
 : -7	.	12	?	.	-7%
CC[C@@H]1[C@H]2CCCC(=O)N3CC[C@@H](C[C@@H]1OC(=O)Nc1ccccc1)[C@@H]23
 : -15	?	1	?	-2%	2.3µM*
CC(=O)N1CCc2cc(S(=O)(=O)NCCC(=O)N3CCc4ccccc4C3)ccc21
 : -6	?	15	-9%	4%	3%
CCOC(=O)c1nnc(-c2ccccc2)nc1N1CC(C)OC(C)C1 (configuration not stated)
 : 0	13%	-6	?	-2%	-12%
COc1ccc(OC)c(NC(=O)c2cn(C)c(=O)c3cc(OC)c(OC)cc23)c1
 : -10	-16%	8	?	-26%	-29%
COCCN(CCOC)C(=O)N1CCOCC1
 : 7	6%	-2	31%[activator]	4%	3%
COc1ccc(CN2CCN(C(=O)c3c(-c4ccccc4)noc3C)CC2)cc1F
 : .	?	.	?	.	-1%
COc1cccc(-c2nnn(CC(=O)N3CCC(C)CC3)n2)c1
 : 14	-6%	10	31%[activator]	8%	?
Cc1ccc(-c2csc(NC(=O)C3CC=CCC3C(=O)O)c2C(=O)OC(C)C)cc1 (configuration not stated)
 : -8	22%	-2	7%	?	6%
CCOc1ccc(NC(=O)CN(C)S(=O)(=O)c2cccs2)cc1
 : 109	?	30	39%[activator]	-6%	16%

# Further entries follow:
# Values run as follows: Shiga inhibitor	HCV inh	CHX counter	Pf growth 48h	FBPA Giardia inh	Pf growth 96h
O=C(O)CSCC(=O)N(Cc1ccccc1)c1nc(-c2ccccc2)c(-c2ccccc2)s1
 : -3	-5%	-8	-5%	9%	?
CN1c2ccccc2-c2nc3ccccc3n2C1c1ccncc1 (configuration not stated)
 : -16	2%	7	?	-10%	?
CCn1c(CNC(=O)c2ccco2)nnc1SCC(=O)c1ccc(OC)cc1
 : 13	4%	-2	50%[activator]	-8%	?
COc1ccc(OCCCn2cc(/C=C3/C(=N)N4C=C(C)SC4=NC3=O)c3ccccc32)cc1
 : 36*	?	35*	38%[activator]	1%	-7%
c1cn(C23CC4CC(CC(C4)C2)C3)cn1
 : 18	15%	4	-27%	-5%	?
Cc1ccc(C(=O)CC(=O)COc2ccc(Cl)cc2C)cc1
 : -7	?	5	?	-9%	43%[activator]
COc1ccccc1-c1c(C)nn2c(NCCN3CCCC3)cc(C)nc12
 : -3	?	-2	?	1%	-13%
CCOc1ccc(C(=O)NCC(=O)NCC(c2ccc(OC)cc2)N2CCCC2)cc1 (configuration not stated)
 : .	0%	.	?	.	?
COc1ccc(-c2nc3ccccc3c(=O)n2CCOc2ccccc2C)cc1
 : -2	8%	-2	?	2%	-82%
Cc1[nH]n(-c2cccc(Cl)c2)c(=O)c1-c1ccccc1
 : -8	24%	-3	.	-3%	5.9µM*
CC(C)(C)OC(=O)[C@H](Cc1ccccc1)NC(=O)c1nc[nH]c1C(=O)NCC(=O)OCc1ccccc1
 : 8	5%	-2	77%[activator]	-24%	115%[activator]
CSc1ccc(C(=S)N2CCN(Cc3ccccc3)CC2)cc1
 : -3	-4%	-2	.	-10%	?
COc1ccccc1C(=O)NCc1ccc(-c2nc3ccccc3s2)cc1
 : 58*	16%	41*	167%[activator]	7%	-27%
COc1cccc(NC(=O)c2ccc(-n3cnnn3)cc2)c1
 : 29	-25%	7	18%	2%	4.1µM*
Cc1ccc(OCC(=O)NNC(=O)c2ccccc2OCc2c(C)noc2C)cc1
 : .	?	.	0%	.	0%
COC(=O)c1ccc(NC(=O)COC(=O)COc2cccc3c2OC(C)(C)C3)cc1
 : .	12%	.	-30%	.	-22%
Cc1ccc(NC(=O)CN(C)C(=O)COc2ncnc3ccc(Br)cc23)cc1
 : .	17%	.	-20%	.	-9%
Cc1ccc(/C=C/C(=O)O)cc1S(=O)(=O)NCc1cccnc1
 : 12	9%	-1	7%	9%	19%
CS(=O)(=O)N1CCc2nc(-c3ccccc3)sc2C1
 : 100*	-6%	47*	13%[0.00184 µM]	5%	243%[activator]
NNc1ccc2nncn2n1
 : 10	16%	-1	10%	?	9%

# Remaining list, next part
# Values run as follows: Shiga inhibitor	HCV inh	CHX counter	Pf growth 48h	FBPA Giardia inh	Pf growth 96h
O=C(NCCN1CCCCC1)Nc1ccccc1
 : -12	21%	11	.	2%	65%[activator]
O=C(Nc1cccc(S(=O)(=O)Nc2ccccc2Cl)c1)c1ccc(Cl)nc1
 : -3	?	1	2%	4%	-15%
CN(CC(=O)Nc1ccc(F)c(F)c1F)C(=O)c1cc(-c2ccncc2)nc2ccccc12
 : .	?	.	?	.	?
COc1ccc2cc(/C=N/NC(=O)CN(c3ccccc3)S(=O)(=O)c3ccccc3)c(Cl)nc2c1
 : 20	12%	-2	30%	9%	14%
O=C(Nc1ccc2c(c1)OCCO2)c1c(F)c(F)c(F)c(F)c1F
 : 45	-13%	17*	10%	-3%	-2%
CCN(CC)c1ccc(NC(=O)c2ccc3c(c2)OCO3)cc1
 : 58*	?	55*	-3%	3%	?
CC1C(=O)C(C)C(c2cccc(Br)c2)NC1c1cccc(Br)c1 (configuration not stated)
 : 3	-7%	-4	-4%[0.00184 µM]	44%	?
O=C(NCCNc1ccc([N+](=O)[O-])cc1)c1cccs1
 : .	8%	1	-18%	23%	?
CCNC(=O)CCSc1nnc(-c2ccncc2)o1
 : -6	2%	-2	3%	5%	15%
O=C(COC(=O)CC(c1ccccc1)c1ccccc1)Nc1c(F)cccc1F
 : -15	0%	1	0%	1%	37%[activator]
CCC1(C)OC(=O)NN(c2ccc(C)cc2)C1(C)O (configuration not stated)
 : 7	-15%	6	16%	7%	12%
Cc1csc(NC(=O)CCC(=O)N(CC(=O)NC2CCCC2)c2ccccc2)n1
 : -10	-15%	1	?	-2%	?
Cn1c(=O)c2[nH]c(N3CCN(c4ccccc4)CC3)nc2n(C)c1=O
 : -1	1%	-1	62%[activator]	3%	238%[activator]
CCOC(=O)C1=C(C)Nc2ccccc2N=C1NC(=O)c1ccc(Cl)c(S(=O)(=O)N2CCCC2)c1
 : -16	?	-3	?	-11%	?
COc1cc(/C=C2\N=C(c3c(-c4ccccc4)noc3C)OC2=O)ccc1OC(C)=O
 : -6	-6%	-4	13µM*	-18%	4%
Cc1ccc2nc3n(c(=O)c2c1)-c1cc(Cl)ccc1C(=O)NC3Cc1ccccc1 (configuration not stated)
 : .	8%	.	-5%	.	33%[activator]
N#C/C(=C(\O)c1ccco1)c1ccccn1
 : 70*	5%	31*	39%[activator]	-10%	?
CCOC(=O)c1sc(N(Cc2ccccc2)C(=O)CN2C(=O)CN(C)C2=O)nc1C
 : -17	13%	-3	?	1%	13%
COc1ccc2cc(CCNC(=O)c3ccc(S(=O)(=O)N4CCOCC4)cc3)c(=O)[nH]c2c1
 : -4	-6%	8	10µM*	4%	?
Cc1cccc(C)c1NC(=O)CS(=O)CC(=O)NC1CCN(Cc2ccccc2)CC1 (configuration not stated)
 : 5	3%	1	-8%	6%	68%[activator]

# Continued.
# Values run as follows: Shiga inhibitor	HCV inh	CHX counter	Pf growth 48h	FBPA Giardia inh	Pf growth 96h
CCN(c1ccccc1)S(=O)(=O)c1nnc(NC(=O)C(C)(C)C)s1
 : -5&-23	6%	-5&-8	?	17%	?
O=C(CCC(=O)c1cccs1)NCc1cccc(Cl)c1
 : .	-2%	.	9%	.	21%
C[N+](C)(C)CC/C=C1/c2ccccc2CSc2ccccc21
 : 14	-16%	-2	9.3µM*	1%	4.1µM*
C=CCN(CC=C)C(=O)C(=O)c1ccn(-c2c(C)csc2C(=O)OC)c1
 : -6	-19%	-2	?	0%	?
O=C(COc1ncnc2cc(Cl)ccc12)c1ccc2c(c1)OCCO2
 : 74*	13%	29*	159%[activator]	1%	133%[activator]
CCn1c(CNc2cccc(Cl)c2)nnc1SCC(=O)OC1CCCCC1
 : -18	3%	-3	7%	-16%	.
